UBC13 polyUb = blocks human UBC13 polyubiquitin chain formation | P61088 | TR-FRET | inhibition, % at 20 µM | 330,000 tested, 0.47% active | AID 485273; in the data active = inhibition above about 45%, passing the limit was not always enough
Gli-Sufu block = Gli-Sufu pathway antagonism | Sufu-KO-LIGHT fibroblasts, Gli luciferase reporter luminescence | inhibition, % at 5 µM | 340,000 tested, 0.74% active | AID 588413;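 active = inhibition above about 55%, limit read from the data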;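 note: 0% = DMSO-treated cells and 100% = wells with medium but no cells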
Jurkat NFkB inh = inhibitors of the PMA/ionomycin-induced NF-kB reporter in Jurkat cells; PMA/ionomycin-induced NF-kB luciferase reporter, luminescence; inhibition, % at 4 µM; 330,000 tested, 0.53% active; AID 435003
Apaf-1 inh = inhibitors of human Apaf-1 apoptosome; AID 489030; 330,000 tested, 0.71% active; O14727; reconstituted apoptosome caspase-3 activity, DEVD-Rh110 fluorescence; inhibition, % at 20 µM; active = inhibition of at least 40% at 20 µM;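 note: plate controls were DMSO wells for no effect and DEVD-CHO caspase inhibitor wells for full effect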
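Assay system – apoptosome proteins · Medium – Hepes buffer, pH 7.5 · Also added – cytochrome c with DEVD-Rh110 · Timing – 30 min compound preincubation, 50 min activation, room temperature · Detection – Rh110 fluorescence, excitation 480 nm, emission 540 nm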
697 NFkB inh = lowers PMA/ionomycin-induced NF-kB signal in 697 B cells; 697 B-cell NF-kB luciferase reporter, 16 h; AID 435022; 330,000 tested, 0.33% active; inhibition, % at 4 µM; in the data active = inhibition above about 35%
CCR6 antagonist = antagonists of human CCR6 receptor; P51684; CHO-K1 CCR6 PathHunter beta-arrestin, luminescence, CCL20-stimulated; inhibition, % at 20 µM; 340,000 tested, 0.49% active;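 active = compounds whose inhibition of the agonist-driven luminescence signal at 20 µM reaches about 50%, limit read from the data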;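 note: cells stimulated with CCL20 at 14 nM final; plate controls were DMSO with CCL20 for no effect and DMSO without agonist for full effect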
Target sequence (P51684 whole entry, looked up): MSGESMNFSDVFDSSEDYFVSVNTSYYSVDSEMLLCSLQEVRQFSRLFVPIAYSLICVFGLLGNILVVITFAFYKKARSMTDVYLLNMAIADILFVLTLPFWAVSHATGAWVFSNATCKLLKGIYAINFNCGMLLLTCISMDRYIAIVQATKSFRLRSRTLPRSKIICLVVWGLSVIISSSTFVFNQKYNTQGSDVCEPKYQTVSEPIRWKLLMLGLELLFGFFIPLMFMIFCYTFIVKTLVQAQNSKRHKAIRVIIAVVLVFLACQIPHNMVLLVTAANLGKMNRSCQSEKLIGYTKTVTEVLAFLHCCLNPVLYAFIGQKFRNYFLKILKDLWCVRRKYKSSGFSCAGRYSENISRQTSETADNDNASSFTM
EBI2 block = antagonists of human EBI2 receptor. EBI2 beta-arrestin recruitment, luminescence, 7a,25-OHC stimulated. 360,000 tested, 0.81% active. P32249. inhibition, % at 5 µM; in the data active = inhibition above about 38%;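 note: enzyme fragment complementation signal reports receptor beta-arrestin coupling in cells; 0% = agonist plus DMSO wells and 100% = wells without agonist; some results beyond the cut were filed as inactive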
Target sequence (P32249 whole entry, looked up, the tested form may be a part): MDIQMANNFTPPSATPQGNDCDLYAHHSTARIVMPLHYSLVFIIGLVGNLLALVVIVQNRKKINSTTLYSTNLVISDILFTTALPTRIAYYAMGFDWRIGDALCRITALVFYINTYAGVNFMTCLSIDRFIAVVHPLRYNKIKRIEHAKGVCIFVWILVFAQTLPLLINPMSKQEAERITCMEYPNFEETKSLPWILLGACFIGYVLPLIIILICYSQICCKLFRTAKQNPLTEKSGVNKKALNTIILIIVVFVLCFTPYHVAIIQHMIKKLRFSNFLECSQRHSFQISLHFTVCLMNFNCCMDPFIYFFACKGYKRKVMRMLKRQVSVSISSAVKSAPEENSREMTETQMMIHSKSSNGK
SENP8 block = blocks the human protease SENP8. 330,000 tested, 1.2% active. purified SENP8, Z-RLRGG-aminoluciferin cleavage, luminescence. inhibition, % at 10 µM. AID 2540. Q96LD8
Target sequence (Q96LD8 whole entry, looked up): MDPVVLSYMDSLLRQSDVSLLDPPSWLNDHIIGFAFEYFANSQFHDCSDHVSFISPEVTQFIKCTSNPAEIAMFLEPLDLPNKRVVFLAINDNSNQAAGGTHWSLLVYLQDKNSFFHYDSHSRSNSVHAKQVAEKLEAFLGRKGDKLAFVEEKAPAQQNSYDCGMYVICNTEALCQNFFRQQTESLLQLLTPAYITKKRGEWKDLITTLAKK
An asterisk follows results filed as active. Cut-off read from the data, not from the text of the source, unless noted: active = inhibition above about 50%; inactive = the rest. Not all compounds are listed; the hit share may differ from the screen's.

COc1ccccc1CN1CC(C(=O)N(C)CCc2nc3ccc(F)cc3[nH]2)CCC1=O (stereo unspecified) was read as UBC13 polyUb 5, Gli-Sufu block -3, Jurkat NFkB inh 6, Apaf-1 inh -14, 697 NFkB inh 6, CCR6 antagonist -3, EBI2 block 10 and SENP8 block -1.
Cc1ccc(Nc2ccc(S(=O)(=O)N3CCOCC3)cc2[N+](=O)[O-])c(C)c1 was read as UBC13 polyUb -11, Gli-Sufu block 13, Jurkat NFkB inh 7, Apaf-1 inh 19, 697 NFkB inh -3, CCR6 antagonist 28, EBI2 block 11 and SENP8 block -8.
`COc1cccc(OC)c1NC(=O)C1CCCN1C(=O)Nc1cccc(Cl)c1` (stereo unspecified) gave UBC13 polyUb -9, Gli-Sufu block -11, Jurkat NFkB inh -2, Apaf-1 inh -3, 697 NFkB inh 3, CCR6 antagonist 11, EBI2 block 0 and SENP8 block -6.
For Cc1c(NC(=O)c2cc3ccccc3c(=O)s2)c(=O)n(-c2ccccc2)n1C the results were UBC13 polyUb -14, Gli-Sufu block -3, Jurkat NFkB inh -15, Apaf-1 inh -2, 697 NFkB inh -9, CCR6 antagonist 9, EBI2 block 5 and SENP8 block -1.
Screening O=C1C=C(c2ccc(Cl)nc2)C[C@@H](c2ccc3c(c2)OCO3)C1 returned UBC13 polyUb -6, Gli-Sufu block -5, Jurkat NFkB inh 23, Apaf-1 inh 8, 697 NFkB inh -31, CCR6 antagonist 6, EBI2 block 8 and SENP8 block -6.
For O=C(c1ccc(-c2ccc([N+](=O)[O-])cc2)o1)N1CCCCCCC1 the results were UBC13 polyUb 1, Gli-Sufu block -24, Jurkat NFkB inh 16, Apaf-1 inh 0, 697 NFkB inh 9, CCR6 antagonist 29, EBI2 block 16 and SENP8 block -4.
For C[n+]1cc[nH]c1SCC(=O)c1ccccc1 the results were UBC13 polyUb -1, Gli-Sufu block -39, Jurkat NFkB inh -41, Apaf-1 inh -4, 697 NFkB inh -15, CCR6 antagonist 11, EBI2 block -1 and SENP8 block -10.
Screening CCOC(=O)c1cc(-c2ccc(C)cc2)n(CCC(=O)NC(C)CC)c1C (stereo unspecified) returned UBC13 polyUb -3, Gli-Sufu block 37, Jurkat NFkB inh -8, Apaf-1 inh 28, 697 NFkB inh -31, CCR6 antagonist 11, EBI2 block 6 and SENP8 block -9.
CCN1CCN(C(=O)/C=C/c2ccc(C)cc2)CC1 was read as UBC13 polyUb -3, Gli-Sufu block -16, Jurkat NFkB inh -15, Apaf-1 inh -4, 697 NFkB inh 11, CCR6 antagonist 4, EBI2 block 95* and SENP8 block -17.
`COCCNC(=O)CN(C)S(=O)(=O)c1ccc(Br)cc1` gave UBC13 polyUb -3, Gli-Sufu block -5, Jurkat NFkB inh 4, Apaf-1 inh -14, 697 NFkB inh -10, CCR6 antagonist 3, EBI2 block -4 and SENP8 block -1.
Screening CC(=O)Oc1ccc(C(=O)Nc2ccccc2C(=O)Nc2ccc(C(=O)O)cc2)cc1 returned UBC13 polyUb -10, Gli-Sufu block -4, Jurkat NFkB inh -14, Apaf-1 inh 1, 697 NFkB inh -13, CCR6 antagonist 16, EBI2 block -6 and SENP8 block -6.
O=C(O)CSc1nc(SCc2ccccc2Cl)nc2c1CCCC2 was read as UBC13 polyUb 2, Gli-Sufu block 9, Jurkat NFkB inh -7, Apaf-1 inh 4, 697 NFkB inh -3, CCR6 antagonist -8, EBI2 block 6 and SENP8 block -11.

5 compounds already listed, sorted by SMILES length, smallest number first:
`COCCNC(=O)CN(C)S(=O)(=O)c1ccc(Br)cc1` gave UBC13 polyUb -3, Gli-Sufu block -5, Jurkat NFkB inh 4, Apaf-1 inh -14, 697 NFkB inh -10, CCR6 antagonist 3, EBI2 block -4 and SENP8 block -1.
Screening CCOC(=O)c1cc(-c2ccc(C)cc2)n(CCC(=O)NC(C)CC)c1C (stereo unspecified) returned UBC13 polyUb -3, Gli-Sufu block 37, Jurkat NFkB inh -8, Apaf-1 inh 28, 697 NFkB inh -31, CCR6 antagonist 11, EBI2 block 6 and SENP8 block -9.
For Cc1c(NC(=O)c2cc3ccccc3c(=O)s2)c(=O)n(-c2ccccc2)n1C the results were UBC13 polyUb -14, Gli-Sufu block -3, Jurkat NFkB inh -15, Apaf-1 inh -2, 697 NFkB inh -9, CCR6 antagonist 9, EBI2 block 5 and SENP8 block -1.
Screening CC(=O)Oc1ccc(C(=O)Nc2ccccc2C(=O)Nc2ccc(C(=O)O)cc2)cc1 returned UBC13 polyUb -10, Gli-Sufu block -4, Jurkat NFkB inh -14, Apaf-1 inh 1, 697 NFkB inh -13, CCR6 antagonist 16, EBI2 block -6 and SENP8 block -6.
Cc1ccc(Nc2ccc(S(=O)(=O)N3CCOCC3)cc2[N+](=O)[O-])c(C)c1 was read as UBC13 polyUb -11, Gli-Sufu block 13, Jurkat NFkB inh 7, Apaf-1 inh 19, 697 NFkB inh -3, CCR6 antagonist 28, EBI2 block 11 and SENP8 block -8.

Next structures:
For CC(C)(C)CN1CCC(Oc2cccc(C(=O)NCCCOc3cccnc3)c2)CC1 the results were UBC13 polyUb 12, Gli-Sufu block 50, Jurkat NFkB inh 13, Apaf-1 inh 1, 697 NFkB inh -17, CCR6 antagonist 10, EBI2 block 0 and SENP8 block -7.
Screening COC(=O)c1cccc(NC(=O)NC23CC4CC(CC(C4)C2)C3)c1 returned UBC13 polyUb -5, Gli-Sufu block -25, Jurkat NFkB inh -12, Apaf-1 inh 17, 697 NFkB inh -14, CCR6 antagonist 15, EBI2 block 6 and SENP8 block 3.
COc1ccc(-c2csc(NC3=NCCCCC3)n2)cc1 was read as UBC13 polyUb 5, Gli-Sufu block -8, Jurkat NFkB inh -50, Apaf-1 inh 2, 697 NFkB inh -36, CCR6 antagonist 0, EBI2 block -3 and SENP8 block -6.
Screening O=[N+]([O-])c1ccc(S(=O)(=O)NCC(c2cccnc2)N2CCOCC2)cc1 (stereo unspecified) returned UBC13 polyUb -19, Gli-Sufu block 4, Jurkat NFkB inh -1, Apaf-1 inh -1, 697 NFkB inh 26, CCR6 antagonist -15, EBI2 block 1 and SENP8 block -6.
`COc1cccc(NC(=S)N2CCN(C)CC2)c1` gave UBC13 polyUb 0, Gli-Sufu block -1, Jurkat NFkB inh -3, Apaf-1 inh -5, 697 NFkB inh -1, CCR6 antagonist 2, EBI2 block -10 and SENP8 block 4.
`CN(CCNC(=O)C1CCC(=O)N(Cc2ccc(Cl)cc2)C1)CCc1ccccc1` (stereo unspecified) gave UBC13 polyUb -3, Gli-Sufu block 22, Jurkat NFkB inh -13, Apaf-1 inh -1, 697 NFkB inh 5, CCR6 antagonist 23, EBI2 block 7 and SENP8 block 3.
`O=C(C1CCCO1)N1CCN(C(=S)NC2CC2)CC1` (stereo unspecified) gave UBC13 polyUb -2, Gli-Sufu block -11, Jurkat NFkB inh -5, Apaf-1 inh 3, 697 NFkB inh 8, CCR6 antagonist -8, EBI2 block 1 and SENP8 block -1.
Screening CN1CCN(C(=S)c2ccc(OCC(=O)Nc3cccc(C(F)(F)F)c3)cc2)CC1 returned UBC13 polyUb 16, Gli-Sufu block 9, Jurkat NFkB inh 16, Apaf-1 inh -1, 697 NFkB inh -4, CCR6 antagonist 23, EBI2 block -6 and SENP8 block 0.
Screening COc1ccc(C(=O)c2cc([N+](=O)[O-])ccc2N2CCN(C)CC2)cc1 returned UBC13 polyUb 1, Gli-Sufu block -1, Jurkat NFkB inh 27, Apaf-1 inh 14, 697 NFkB inh -47, CCR6 antagonist 16, EBI2 block 2 and SENP8 block 4.
Screening Cc1ccc(S(=O)(=O)N2CCCN(S(=O)(=O)c3ccccc3Br)CC2)cc1 returned Gli-Sufu block -2, Apaf-1 inh 19, 697 NFkB inh 7, CCR6 antagonist 23 and EBI2 block 5.
Screening CCn1c(=O)c(=O)n(CC)c2cc(S(=O)(=O)Nc3cccc(OC)c3)ccc21 returned UBC13 polyUb 7, Gli-Sufu block -5, Jurkat NFkB inh 8, Apaf-1 inh -12, 697 NFkB inh 24, CCR6 antagonist -11, EBI2 block -1 and SENP8 block -1.
`CN(C)c1c(F)cc(C(=O)NC(=O)NCc2cccnc2)cc1F` gave UBC13 polyUb 1, Gli-Sufu block -5, Jurkat NFkB inh 3, Apaf-1 inh 9, 697 NFkB inh -2, CCR6 antagonist 0, EBI2 block -9 and SENP8 block 11.
`Cc1c(NC(=O)c2cccc(F)c2)c(=O)n(-c2ccccc2)n1C` gave UBC13 polyUb -20, Gli-Sufu block -1, Jurkat NFkB inh -17, Apaf-1 inh 3, 697 NFkB inh -25, CCR6 antagonist -2, EBI2 block 2 and SENP8 block 1.
`O=C(CCCn1c(SCC(=O)c2ccc(Cl)cc2)nc2ccccc2c1=O)NCc1ccco1` gave UBC13 polyUb 1, Gli-Sufu block 6, Jurkat NFkB inh -8, Apaf-1 inh 6, 697 NFkB inh 8, CCR6 antagonist -2, EBI2 block 12 and SENP8 block -13.
For O=C(Nc1cccnc1)C1(F)C(F)(F)C(F)(F)C(F)(F)C(F)(F)C1(F)F the results were UBC13 polyUb -9, Gli-Sufu block 24, Jurkat NFkB inh -1, Apaf-1 inh 11, 697 NFkB inh -128, CCR6 antagonist 3, EBI2 block -24 and SENP8 block -2.
Screening COc1ccc(NC(=O)CN2CCCCCC2)cc1OC returned UBC13 polyUb -8, Gli-Sufu block -1, Jurkat NFkB inh -3, Apaf-1 inh 2, 697 NFkB inh 6, CCR6 antagonist 8, EBI2 block -13 and SENP8 block -1.
Screening COc1cccc(-n2c(COc3ccccc3C)nnc2SCC(=O)O)c1 returned UBC13 polyUb 0, Gli-Sufu block 7, Jurkat NFkB inh -11, Apaf-1 inh -20, 697 NFkB inh -10, CCR6 antagonist -3, EBI2 block -5 and SENP8 block -7.
`O=S(=O)(/N=C(/Nc1ccccn1)c1ccccc1)c1ccc(F)cc1` gave UBC13 polyUb -4, Gli-Sufu block -9, Jurkat NFkB inh 12, Apaf-1 inh 1, 697 NFkB inh 10, CCR6 antagonist 11, EBI2 block 3 and SENP8 block -1.
`OC(COc1ccc2c(c1)CCC2)Cn1cnc2ccccc21` (stereo unspecified) gave UBC13 polyUb -1, Gli-Sufu block -6, Jurkat NFkB inh -24, Apaf-1 inh 20, 697 NFkB inh -74, CCR6 antagonist 5, EBI2 block 0 and SENP8 block -7.
COc1ccccc1C1=NC(c2ccc(C)cc2)N=C1C (stereo unspecified) was read as UBC13 polyUb 6, Gli-Sufu block -55, Jurkat NFkB inh -48, Apaf-1 inh 9, 697 NFkB inh -46, CCR6 antagonist 24, EBI2 block 5 and SENP8 block -3.
Screening Cc1ccc(S(=O)(=O)Nc2ccc3oc(=O)sc3c2)c(C)c1 returned UBC13 polyUb -3, Gli-Sufu block 12, Jurkat NFkB inh 3, Apaf-1 inh 16, 697 NFkB inh -3, CCR6 antagonist 12, EBI2 block 2 and SENP8 block 5.
O=C(c1ccc(-c2cccc(C(F)(F)F)c2)o1)N1CCN(c2ccccc2)CC1 was read as UBC13 polyUb -3, Gli-Sufu block -7, Jurkat NFkB inh -16, Apaf-1 inh 25, 697 NFkB inh -21, CCR6 antagonist 6, EBI2 block -1 and SENP8 block -1.
COc1ccc(CN2CCC(n3nccc3NC(=O)c3cccc(F)c3)CC2)cc1O was read as UBC13 polyUb 13, Gli-Sufu block -2, Jurkat NFkB inh 21, Apaf-1 inh 0, 697 NFkB inh 3, CCR6 antagonist 9, EBI2 block -5 and SENP8 block 0.
Screening O=[N+]([O-])c1ccc(NC(=S)N/C(=N/CS(=O)(=O)c2ccccc2)c2ccccc2)cc1 returned UBC13 polyUb -2, Gli-Sufu block -4, Jurkat NFkB inh -9, Apaf-1 inh 1, 697 NFkB inh -34, CCR6 antagonist 6, EBI2 block 17 and SENP8 block -9.
Screening CN(CCc1ccccn1)C(=O)CCC1CCCN(C(=O)c2c3c(nn2C)CCCC3)C1 (stereo unspecified) returned UBC13 polyUb 0, Gli-Sufu block -11, Jurkat NFkB inh -12, Apaf-1 inh 2, 697 NFkB inh 23, CCR6 antagonist 7, EBI2 block 6 and SENP8 block -5.
`COc1cc(C=C2C(=O)OC(c3ccccc3)OC2=O)cc(Br)c1O` (stereo unspecified) gave UBC13 polyUb -2, Gli-Sufu block 12, Jurkat NFkB inh 7, Apaf-1 inh -2, 697 NFkB inh 12, CCR6 antagonist 16, EBI2 block -2 and SENP8 block 3.
